# FBA Mtb inh = Mtb FBA enzyme inhibitors, primary screen, biochemical, fluorescence, strain H37Rv | Fructose-bisphosphate aldolase (Mycobacterium tuberculosis (strain ATCC 25618 / H37Rv)), … | purified M. tuberculosis FBA, fluorescence read-out | inhibition, % at 1 µM | hit rate 2.3% among 360,000 | AID 588726, 2011; in the data active = inhibition above about 27%;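 also: 0% = vehicle and 100% = reference inhibitor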
# Target sequence (P9WQA3 whole entry, looked up): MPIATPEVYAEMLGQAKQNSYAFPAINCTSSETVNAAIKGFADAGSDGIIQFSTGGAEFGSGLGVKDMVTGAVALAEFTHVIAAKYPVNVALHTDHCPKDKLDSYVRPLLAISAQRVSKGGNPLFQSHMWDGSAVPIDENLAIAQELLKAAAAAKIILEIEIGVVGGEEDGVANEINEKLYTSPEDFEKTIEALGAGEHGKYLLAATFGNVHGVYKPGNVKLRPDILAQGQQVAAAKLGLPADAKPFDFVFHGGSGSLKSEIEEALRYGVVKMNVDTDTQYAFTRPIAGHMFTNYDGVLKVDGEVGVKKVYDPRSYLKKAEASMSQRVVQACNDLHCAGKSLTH
# FadD28 binding = inhibitors of FadD28 bisubstrate probe binding, primary screen, biochemical, fluorescence polarization, single point; Mycobacterium tuberculosis FadD28 fatty-acid-AMP ligase; AID 588549, 2011; inhibition, % at 12.5 µM; hit rate 0.22% among 360,000; in the data active = inhibition above about 8.5%, passing the limit was not always enough
# BH1578 lux ind = inducers of Vibrio cholerae quorum light production without autoinducers, primary screen, BH1578 luxS cqsA deficient, single point. V. cholerae BH1578 lux reporter, luminescence, 6 h. activation, % at 18.7 µM. hit rate 0.16% among 350,000. AID 588436, 2011; in the data active = activation mostly above about 9.7%, no sharp cut-off; also: not every result past the cut was called active; inactives centre near 0; reference of the scale not given here
# UGM FP inh = M. tuberculosis UGM enzyme inhibitors, primary screen, biochemical, fluorescence polarization, single point. UDP-galactopyranose mutase (Mycobacterium tuberculosis (strain ATCC 25618 / H37Rv)), …. purified UGM, fluorescence polarization probe displacement. inhibition, % at 10 µM. hit rate 0.06% among 320,000. AID 504406, 2011; in the data active = inhibition above about 10%, passing the limit was not always enough
# Target sequence (P9WIQ1 whole entry, looked up): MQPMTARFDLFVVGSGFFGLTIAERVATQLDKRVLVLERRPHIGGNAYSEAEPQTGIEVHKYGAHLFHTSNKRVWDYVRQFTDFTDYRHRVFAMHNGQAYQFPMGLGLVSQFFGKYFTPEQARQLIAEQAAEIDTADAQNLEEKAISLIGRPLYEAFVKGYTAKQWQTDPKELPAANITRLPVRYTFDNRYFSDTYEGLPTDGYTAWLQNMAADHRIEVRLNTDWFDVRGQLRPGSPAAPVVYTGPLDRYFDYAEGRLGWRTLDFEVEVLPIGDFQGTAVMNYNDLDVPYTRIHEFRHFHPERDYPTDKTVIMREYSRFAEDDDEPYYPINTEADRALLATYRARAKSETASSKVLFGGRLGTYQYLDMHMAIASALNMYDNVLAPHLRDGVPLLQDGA
# GDH-TPI counter = GDH-TPI coupling enzyme inhibitors, primary screen, artefact control for M. tuberculosis FBA inhibitor project, biochemical, absorbance, full deck; GDH-TPI coupled enzyme counterscreen, NADH absorbance; inhibition, % at 4.8 µM; hit rate 1.2% among 360,000; in the data active = inhibition above about 30%;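 also: 0% = DMSO wells and 100% = wells lacking the enzyme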
# Y pestis TopoI = Yersinia pestis topoisomerase I inhibitors, primary screen, biochemical, cleavage product accumulation, plate reader, single point; Y. pestis Topo-I cleavage product accumulation; activity, % at 10 µM; hit rate 0.064% among 360,000; in the data active = activity above about 50%, passing the limit was not always enough; also: inactives centre near 2
# TcdB inh = TcdB glycohydrolase inhibitors, primary screen, biochemical, single point, plate reader | TcdB glycohydrolase enzymatic assay | hit rate 0.24% among 350,000 | AID 652162, 2013 | inhibition, % at 9.99 µM; in the data active = inhibition above about 10%
# PfHsp40 yeast = rescue of yeast from PfHsp40 toxicity, primary screen, S. cerevisiae, ATP luminescence; S. cerevisiae expressing PfHsp40, growth rescue; growth rescue, % at 12.5 µM; hit rate 0.68% among 340,000; AID 504582, 2011; in the data active = growth rescue above about 28%, passing the limit was not always enough;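 also: yeast W303a lacking pdr1 and pdr3 grown in galactose medium; growth measured after three days at 30 °C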
# BioA inh = M. tuberculosis BioA enzyme inhibitors, primary screen, biochemical, plate reader, single point, HTS. 7,8-diaminopelargonic acid synthase BioA (Mycobacterium tuberculosis). purified M. tuberculosis BioA enzyme. inhibition, % at 9.99 µM. hit rate 0.096% among 360,000; in the data active = inhibition above about 40%
# The depositor's hits bear a star; i = inactive; x = no result given. An unsorted share of the library, and some 4.6% of all compounds hit somewhere here.
# Values run as follows: FBA Mtb inh	FadD28 binding	BH1578 lux ind	UGM FP inh	GDH-TPI counter	Y pestis TopoI	TcdB inh	PfHsp40 yeast	BioA inh
CC1CC(C)CN(S(=O)(=O)c2cc3c(cc2Cl)NC(=O)CO3)C1 (stereo unspecified)
    -1.0	-3.0	-0.4	-0.5	4.0	8.9	1.3	-0.9	-2.2
CCn1cc(CNC(=O)c2ccc(C)s2)cn1
    1.2	-1.8	-0.8	-0.8	1.9	2.2	1.7	0.0	x
CC1CCCN(C(=O)N2c3ccccc3Sc3ccccc32)C1 (stereo unspecified)
    1.3	-2.5	0.9	1.5	2.6	-12.7	x	0.8	x
COc1ccccc1NC(=O)CSc1nnc(-c2ccco2)n1Cc1ccco1
    -1.7	-4.6	i	2.7	-11.5	17.6	x	-0.2	8.2
O=C1Nc2ccccc2N=C(c2ccc3c(c2)OCO3)C1N(CCc1ccccc1)C(=O)CSc1ncccn1 (stereo unspecified)
    3.3	-2.3	x	x	x	x	0.0	x	-2.0
CC(=O)c1c(O)ccc2c(-c3ccccc3)cc(=O)oc12
    7.2	-2.0	-3.6	-1.5	0.8	-7.4	x	3.8	x
Cc1cc(C)c(S(=O)(=O)N2CCCCC2)c(C)c1N(C)S(=O)(=O)c1ccccc1
    -3.8	-3.2	-0.5	1.5	0.8	36.2	x	7.6	-0.5
O=C(Nc1ccccc1N1CCOCC1)c1cccs1
    2.4	-2.6	0.2	1.1	2.5	-7.3	0.3	-1.3	1.2
Cc1ccc(-c2nn(-c3ccccc3)cc2CC(=S)N2CCOCC2)cc1
    -0.5	-3.2	0.6	0.3	-5.1	34.0	-0.3	1.7	0.4
O=C(Cn1cc2c(n1)CCCC2)NCCCN1CCCC1
    0.7	-2.3	-0.3	-0.6	-3.0	8.9	1.1	6.1	-7.2
COC(=O)c1cc(S(=O)(=O)NCC2CCN(Cc3ccc(C)cc3)CC2)cn1C
    0.7	0.3	i	3.5	-2.5	7.0	0.1	0.9	0.7
COC(=O)c1cc(OC)c(OC)cc1NC(=O)c1ccc(Br)o1
    -0.1	-0.7	-0.1	-0.2	10.6	-6.0	x	-0.5	-1.9
CS(=O)(=O)N1CCN(C(=O)CSc2ccccc2)CC1
    4.5	-0.4	i	-1.5	-7.4	1.2	-8.4	-0.8	1.2
Cc1ccc(C(=O)COC(=O)CNC(=O)Cc2ccccc2)cc1
    -1.0	-3.9	0.4	1.3	-3.5	2.4	2.1	-0.4	-0.7
CCc1ccc(-c2nn(Cc3ccccc3)cc2C=O)cc1
    -2.1	-3.7	-0.2	1.0	5.7	-13.7	1.7	6.9	-1.0

# A second format for some results above.
structure	FBA Mtb inh	FadD28 binding	BH1578 lux ind	UGM FP inh	GDH-TPI counter	Y pestis TopoI	TcdB inh	PfHsp40 yeast	BioA inh
CC1CC(C)CN(S(=O)(=O)c2cc3c(cc2Cl)NC(=O)CO3)C1 (stereo unspecified)	-1.0	-3.0	-0.4	-0.5	4.0	8.9	1.3	-0.9	-2.2
CCn1cc(CNC(=O)c2ccc(C)s2)cn1	1.2	-1.8	-0.8	-0.8	1.9	2.2	1.7	0.0	x

# Continuation.
# Values run as follows: FBA Mtb inh	FadD28 binding	BH1578 lux ind	UGM FP inh	GDH-TPI counter	Y pestis TopoI	TcdB inh	PfHsp40 yeast	BioA inh
O=C1N(c2ccccc2)C(c2ccccc2)C12CCCCC2 (stereo unspecified)
    0.5	-0.1	-6.2	x	6.4	3.1	-0.2	1.3	-2.9
O=C(N/N=C/c1ccc2c(c1)OCO2)c1ccc(NC(=O)c2ccccc2Cl)cc1
    2.0	-2.8	-2.6	1.5	35.3*	1.1	1.1	-0.5	-2.8
N/C(Cc1cccs1)=N\OC(=O)COc1ccc(Cl)cc1Cl
    0.2	-1.8	-0.1	-0.8	4.2	13.7	x	0.0	2.1
CCN1C(=O)[C@H]2[C@@H](c3ccc(-c4ccccc4)cc3)N[C@@](CC(C)C)(C(=O)OC)[C@H]2C1=O
    2.9	-4.5	i	1.7	-7.6	14.7	1.1	-0.4	-1.3
Cc1cccc(NC(=O)C2CCN(S(=O)(=O)c3c(C)c(C)cc(C)c3C)CC2)n1
    -1.1	-3.8	-2.0	-1.2	1.0	4.9	1.5	0.4	x
ONC(=Nc1ccccc1)C(=Nc1ccccc1)NO
    -0.1	-3.4	2.4	3.6	5.0	2.5	x	0.7	-2.5
COc1ccc(C2SCC(=O)N2c2c(C)n(C)n(-c3ccccc3)c2=O)c(OC)c1 (stereo unspecified)
    -1.3	-1.0	i	-2.8	2.8	3.9	x	-1.3	-1.3
Cc1nc(SCC(=O)N2CCCC2=O)nc(C)c1C
    -1.1	-0.2	i	-1.6	11.7	1.1	0.5	-0.1	0.4
O=[N+]([O-])c1ccc(SNc2ccccc2)c([N+](=O)[O-])c1
    -3.6	-0.9	-1.1	x	15.1	-26.5	0.4	12.1	x
CC1=C(C(=O)OCC2CCCO2)C(c2ccc(C)o2)C2=C(CC(c3ccc(F)cc3)CC2=O)N1 (stereo unspecified)
    7.3	1.1	i	0.2	16.7	1.3	x	-0.1	0.9
CCC[N+](CC#Cc1ccccc1)(CCC)CC(=O)c1ccc(Cl)cc1
    -1.2	-0.8	-0.6	-1.7	5.9	12.1	0.1	0.1	x
COc1ccccc1C1C(C#N)=C(N)N(c2cccnc2)C2=C1C(=O)CC(C)(C)C2 (stereo unspecified)
    -2.7	-0.3	i	-0.5	3.1	-5.2	x	-1.4	-3.4
O=C(NCC(c1ccco1)N1CCc2ccccc21)c1ccc([N+](=O)[O-])cc1 (stereo unspecified)
    -2.5	-1.0	i	-1.8	8.6	3.9	0.2	-1.5	-0.4
CC(C)(C)C(=O)NCCCc1ccccc1
    0.0	-2.0	-2.8	0.7	3.8	3.9	x	-0.1	-0.4
COC(=O)Nc1ccc2c(c1)Nc1ccccc1CC2
    -0.2	-1.2	i	2.5	6.5	-7.0	0.8	18.7	0.8
CCC(C)NC(=O)c1ccc(NC(=O)CC2SC(N3CCCC3)=NC2=O)cc1 (stereo unspecified)
    1.8	-1.6	-0.6	0.0	11.7	-1.9	-1.3	0.3	-3.6
CCc1cc2cccc(C)c2nc1SCC(=O)NNC(=O)c1ccco1
    -0.8	-0.2	-1.1	0.6	9.6	27.7	x	-0.9	-1.7
O=C(NC(=S)Nc1ccc(CN2CCOCC2)cc1)c1cccc(F)c1
    1.4	-1.3	0.1	x	-2.1	11.1	-0.1	0.9	2.1
COc1ccc(NC(=O)c2ccccc2SC)cc1
    -0.6	1.0	-0.2	4.8	3.6	-1.1	1.0	-0.7	x
Cc1ccc(-c2cc(C(=O)NCCCn3ccnc3)c3ccccc3n2)s1
    110.2*	-3.4	i	-2.8	8.5	-4.6	2.2	-0.5	2.7
C=CCOc1cccc(C2C(C(=O)c3ccco3)=C(O)C(=O)N2Cc2cccnc2)c1 (stereo unspecified)
    -0.2	1.7	-0.4	0.5	11.7	2.2	0.5	-1.3	-3.1
Cc1ccc(Cl)cc1NC(=O)C1CCCN(c2cnccn2)C1 (stereo unspecified)
    1.1	0.4	-2.5	0.3	14.8	5.4	3.2	0.4	-0.3
O=C(c1ccc([N+](=O)[O-])cc1)N1C=CC(C(F)(F)F)=NCC1
    -1.3	-2.5	-0.3	0.5	10.4	-0.1	0.3	-1.2	x
CCC1=C(c2ccc(OC)cc2)CCC(C(=O)O)C1C (stereo unspecified)
    3.7	-2.1	x	x	7.8	-7.4	-5.5	-0.1	x
CCCCn1c(N)c(N(CC)C(=O)c2ccc(C#N)cc2)c(=O)[nH]c1=O
    -0.2	0.2	-3.3	4.2	4.7	5.3	-6.3	-1.3	-2.2
NNC(=O)C1C(O)CCC2CN3CCc4c([nH]c5ccccc45)C3CC21 (stereo unspecified)
    1.5	-2.5	-1.3	x	-2.3	-0.2	0.6	-1.4	-12.3
CN1C[C@@H]2C[C@@H](c3ccc(C#CC(C)(C)O)s3)N3CCC[C@@]23C1=O
    0.3	-0.5	i	-3.2	1.0	5.0	x	-1.1	x
C#CCOCCOCCOCCNc1nc(N2CCN(C(=O)[C@H](C)n3cc(CCC(=O)O)nn3)CC2)nc(N2CCN(C(=O)[C@H](Cc3ccc(O)cc3)n3cc(CCO)nn3)CC2)n1
    1.2	1.0	i	x	1.7	29.4	1.8	-1.5	-0.9
Cc1cccc(C)c1NC(=O)CNC(=O)C(NC(=O)c1ccc(C(C)(C)C)cc1)C(C)C (stereo unspecified)
    4.0	-4.5	-0.4	-3.0	-8.4	10.3	0.4	-0.8	x
CC[C@@]1(c2ccccc2)C(=O)N(C(=O)OC)N1C(=O)OC
    -1.3	0.4	-2.1	2.9	1.3	5.3	1.5	-0.1	-3.2
COc1cc(CNCc2ccco2)ccc1OCc1ccccc1
    -0.2	0.2	i	-0.8	0.4	8.0	x	0.2	-1.9
CC(=O)Nc1c2c(nn1-c1cccc(C)c1)CSC2
    0.7	0.0	-0.5	-2.0	-6.9	2.9	0.3	-0.5	-1.2
CCOC(=O)Cn1c(=O)c2c(nc3n2CCCN3Cc2ccccc2)n(C)c1=O
    10.8	x	0.8	0.2	-2.9	11.5	0.4	-0.7	-0.7
O=C1C2CCCN2C(c2cccs2)N1c1ccccn1 (stereo unspecified)
    2.1	-1.0	-2.1	-0.7	-3.4	-0.6	x	4.7	7.2
O=C(COC(=O)c1cccc(F)c1)Nc1cccc(S(=O)(=O)N2CCCCC2)c1
    -1.7	0.6	i	x	8.0	2.6	0.2	x	-2.6
CC1CCN(CCCn2c(SCC(=O)NC3CCCC3)nc3ccccc3c2=O)CC1
    -3.6	-1.5	-0.2	-3.8	-3.7	-8.7	0.7	0.2	0.2
O=S(=O)(Cc1cc(Cl)nc(-c2ccccc2)n1)c1ccccc1
    -4.1	-4.1	i	-0.2	-4.1	12.8	x	0.3	x
Cc1ccccc1Cn1c(C)c(C(=O)NCc2cccc(Cl)c2)sc1=O
    3.1	-2.4	i	x	5.3	27.9	-13.2	x	-0.4
Cn1cnnc1SCCC(=O)Nc1ccc(Cl)cc1
    0.6	-4.2	-0.3	-0.8	-3.4	4.9	x	1.4	-0.7
N=c1c(C(=O)NCc2ccccc2)cc2c(=O)n3ccccc3nc2n1Cc1ccco1
    49.9*	-4.6	0.4	-1.1	17.2	17.5	3.6	1.2	-1.7
CCN1CCc2c(OCC(=O)Nc3ccc(C)cc3)cccc2C1=O
    1.3	-0.1	i	5.2	3.5	3.1	0.5	1.4	3.7
COc1ccc(C(=O)COC(=O)c2ccc(N(C)C)cc2)cc1
    1.4	0.3	-0.1	3.6	11.0	-3.2	1.6	0.0	x
C/C(=C\c1ccccc1)CN1CCC(C(=O)N2CCCC(C)C2)CC1 (stereo unspecified)
    1.4	-3.2	2.1	0.2	-0.3	2.1	1.4	-0.2	x
CCCc1cc(=O)n2[nH]c(NCc3ccc(OC)c(OC)c3)nc2n1
    -2.1	-2.7	1.5	-0.1	-6.1	-5.4	-0.2	-2.4	x
CN1CCN(S(=O)(=O)c2cccc(C(=O)Nc3nc(-c4ccccc4)cs3)c2)CC1
    5.5	-1.9	1.0	-2.0	6.3	5.3	x	0.7	0.8
O=C(O)C1[C@H]2C(=O)N(C3CCCC3)C[C@]23C=C[C@H]1O3 (stereo partly specified)
    -0.3	-3.6	i	2.7	-1.1	-9.5	0.9	-1.1	-1.3
O=C(NCC1CCCCC1)c1ccc2sc([C@H]3C[C@H](O)[C@@H](CO)O3)nc2c1
    -5.0	-1.0	-0.3	x	0.0	-3.4	-0.8	x	1.2
CCc1nc2ccc(C(=O)N3CCN(C(C)=O)CC3)cn2c1N(CCC(C)C)CCN(C)C
    3.6	-0.9	i	x	-3.0	-17.9	-5.6	x	-0.4
Cc1ccc(-c2csc(C(O)c3ccc(F)cc3)n2)cc1C (stereo unspecified)
    1.9	-3.4	-0.4	x	7.1	13.2	1.2	x	-0.7
